Wnt act – activators of Wnt/beta-catenin signaling; Wnt/beta-catenin reporter cell assay, activator, plate reader; activation, % at 9.35 µM; hit rate 1.2% among 300,000; AID 743398; in the data active = activation above about 30%, passing the limit was not always enough; inconclusive = no clear call, values can overlap the other calls;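 note: 0% = neutral control wells and 100% = positive control wells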
V-ATPase pH – yeast V-ATPase proton transport regulation by pHLuorin; response, % at 10 µM; hit rate 0.37% among 350,000; S. cerevisiae, pHLuorin cytosolic pH fluorescence; in the data active = response mostly above about 7.3%, no sharp cut-off; inactive = mostly below about 5.4%; note: actives read high; inactives centre near 0; some compounds called inactive have numbers as strong as hits
dFosB activator – activators of mouse delta FosB homodimer; hit rate 0.99% among 340,000; P13346; purified delta FosB, TAMRA-CDK5 oligo fluorescence polarization; percent of positive-control signal above neutral wells; AID 493131; activation, % at 25 µM;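 active = mean activation above about 17%, with every replicate also reaching it, limit read from the data, passing the limit was not always enough; inconclusive = only one of the two conditions met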;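 note: fluorescence polarization rise as delta FosB binds a TAMRA Cdk5 AP-1 oligo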
RTF Ca sens act – increases calcium sensitivity of human cardiac regulated thin filaments. P19429+P45379. IANBD-labeled TnC RTF fluorescence at EC20 calcium; 0% EC20 calcium, 100% full calcium. activation, % at 7.2 µM. hit rate 0.24% among 340,000;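 active = activation above the mean over all tested compounds plus 3 SD, cut at about 30% in these data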;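 note: rise in fluorescence read as greater calcium sensitivity of cardiac thin filaments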
CAL PDZ FP-1 – blocks peptide binding to the human CAL PDZ domain | purified CAL PDZ, TMR-peptide fluorescence polarization, 1 h | inhibition, % at 24.9 µM | hit rate 0.92% among 300,000 | AID 602252;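 active = mean inhibition of at least 30% with at least half of replicates also reaching 30%; inconclusive = no clear call, values can overlap the other calls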;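 note: 0% = DMSO neutral control and 100% = excess unlabeled competitor peptide PRC23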
Tat export inh – inhibitors of E. coli Tat protein transport | hit rate 0.036% among 340,000 | E. coli MC4100 TorA-mCherry Tat export, fluorescence | inhibition, % at 10 µM;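 active = mean replicate inhibition at least 50% and at least half of replicates individually reaching 50%; inconclusive = only one of the two criteria met; inactive = neither criterion met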;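 note: exported cargo escapes ClpAP degradation while cytoplasmic cargo is degraded and loses fluorescence; 0% = median of neutral control wells and 100% = median of NaSCN control wells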
Rtt109 Vps75 – inhibitors of Candida albicans Rtt109/Vps75 histone acetyltransferase | Q5AAJ8 | purified Rtt109/Vps75, ThioGlo CoA-SH fluorescence, 4 h | inhibition, % at 34.9 µM | hit rate 0.16% among 330,000 | AID 540336;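 active = inhibition of at least 50% in every replicate; inconclusive = best replicate reaches 50% inhibition but some replicates fall short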
Target sequence (Q5AAJ8 whole entry, looked up): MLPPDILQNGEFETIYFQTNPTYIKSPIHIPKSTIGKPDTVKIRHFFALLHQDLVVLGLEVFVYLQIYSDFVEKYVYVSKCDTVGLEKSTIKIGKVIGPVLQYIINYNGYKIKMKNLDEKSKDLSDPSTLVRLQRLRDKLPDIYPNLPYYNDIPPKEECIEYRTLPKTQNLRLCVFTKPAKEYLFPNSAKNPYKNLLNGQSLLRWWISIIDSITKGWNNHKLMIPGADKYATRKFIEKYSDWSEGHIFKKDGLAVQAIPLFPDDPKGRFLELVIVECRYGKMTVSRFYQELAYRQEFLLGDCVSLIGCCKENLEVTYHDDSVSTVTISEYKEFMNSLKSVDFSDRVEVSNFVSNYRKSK
CAL PDZ FP-2 – inhibitors of human CAL PDZ peptide binding; AID 504414; purified CAL PDZ, TMR-peptide fluorescence polarization, 1 h; Q9HD26; inhibition, % at 20 µM; hit rate 0.02% among 330,000;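 active = highest replicate inhibition of at least 40%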;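 note: plate controls were DMSO neutral control wells for no effect and unlabeled competitor peptide control wells for full effect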
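Test system: purified CerCALP PDZ construct; Compound dosing: one concentration, 20 µM compound; Also added: TMR-labelled reporter peptide T*-PRC34 bound in PDZ groove; Read-out: inhibition from polarization loss; Controls: unlabelled peptide and DMSO controls; Signal: FP readout, S and P plane fluorescence; Incubation: 1 h at RT.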
CDK5 p35 inh – blocks human CDK5/p35 kinase activity; Q00535+Q15078; Recombinant CDK5/p35, ADP-Glo luminescence, 60 min; inhibition, % at 10 µM; hit rate 0.01% among 330,000; AID 488839;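 active = highest replicate inhibition of at least 50% and at least 75% of replicates reaching 50%; inconclusive = only one of the two criteria met; inactive = both criteria failed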;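 note: plate controls were DMSO neutral control for no effect and GW8510 at 10 µM for full effect; many of its hits are not listed in these tables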
Target sequence (Q00535 whole entry, looked up): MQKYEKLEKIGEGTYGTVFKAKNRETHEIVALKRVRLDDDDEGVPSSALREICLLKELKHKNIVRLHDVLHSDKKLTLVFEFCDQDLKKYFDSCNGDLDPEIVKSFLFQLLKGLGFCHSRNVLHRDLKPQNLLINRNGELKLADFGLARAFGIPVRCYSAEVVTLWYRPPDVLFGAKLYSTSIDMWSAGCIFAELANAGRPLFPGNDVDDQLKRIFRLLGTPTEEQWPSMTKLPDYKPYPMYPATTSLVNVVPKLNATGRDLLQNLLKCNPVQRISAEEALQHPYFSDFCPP
Target sequence (Q15078 whole entry, looked up): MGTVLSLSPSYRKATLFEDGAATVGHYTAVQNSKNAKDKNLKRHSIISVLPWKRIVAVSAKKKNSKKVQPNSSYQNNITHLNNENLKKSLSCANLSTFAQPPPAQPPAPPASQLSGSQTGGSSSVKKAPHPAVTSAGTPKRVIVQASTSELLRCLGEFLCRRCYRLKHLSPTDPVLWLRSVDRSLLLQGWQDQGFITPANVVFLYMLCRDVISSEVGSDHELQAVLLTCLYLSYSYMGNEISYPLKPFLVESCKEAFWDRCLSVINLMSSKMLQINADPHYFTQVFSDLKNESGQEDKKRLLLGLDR
MITF act – increases MITF-driven TRPM1 promoter luciferase signal; AID 588334; SK-MEL-5 TRPM1-promoter luciferase, 24 h; % of positive control, neutral wells = 0; activation, % at 12.5 µM; hit rate 0.75% among 300,000;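 active = mean activation of at least 80% with every replicate also reaching 80%; inconclusive = mean reaches 80% but some replicate falls short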;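 note: 0% = neutral control wells and 100% = parthenolide positive control wells; values of inactives mirror those of a sister screen read the other way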
Numbers without * were called inactive; ? = inconclusive; / = no result given. The order is random (roughly 4.1% active in at least one column).

Wnt act	V-ATPase pH	dFosB activator	RTF Ca sens act	CAL PDZ FP-1	Tat export inh	Rtt109 Vps75	CAL PDZ FP-2	CDK5 p35 inh	MITF act	SMILES
1	-2	-3	-3	7	2	-10	-1.6	-1.1	5	COc1ccccc1/C=C(\NC(=O)c1ccccc1)C(=O)NCc1ccco1
1	-2	-10	-5	/	-1	-1	-0.3	-2.5	-39	Cc1ccc2nc(NC(=O)C3CCN(C(=O)c4ccc(F)cc4)CC3)sc2c1
/	-5	?	2	-3	-4	-2	-3.0	-1.5	-4	COc1ccc(-c2ccc(C#N)c(SCC(=O)NCCc3ccccc3)n2)cc1OC
1	0	-13	-1	-3	-3	-2	/	2.7	-1	CCc1ccc(C(O)(CC)C(CN2CCOCC2)c2ccccc2)cc1 (configuration not stated)
0	0	-8	4	1	2	-5	-1.6	-0.8	14	Cc1noc(C)c1C(=O)N1CCN(c2ccc(OCc3ccccc3)cc2)CC1
-3	-2	-17	5	0	12	9	-1.0	1.2	4	CC(C)(C)c1ccc(C(=O)NCCC(=O)Nc2cc(Cl)ccc2N2CCOCC2)cc1
-2	0	-5	-4	-2	5	-10	-2.4	0.0	-4	O=C(c1ccc(NS(=O)(=O)c2cccs2)cc1)N1CCOCC1
/	-3	-3	0	-1	-4	2	-1.3	0.9	-6	COc1ccc(-c2nn(C)c(=O)c3ccccc23)cc1CNS(C)(=O)=O
-1	-6	2	-5	-4	-5	10	-2.0	-2.1	-13	CSc1cccc(NC(=O)C2CCN(C(=O)c3ccccc3C)CC2)c1
3	2	-5	6	1	7	-2	0.9	-1.4	/	CC(NS(C)(=O)=O)C(c1cccs1)N1CCN(Cc2ccccc2)CC1 (configuration not stated)
0	-3	-6	-1	-2	5	2	-0.6	-0.3	12	CCOc1ccc2nc(SCC(=O)Nc3ccc4c(c3)OCCO4)[nH]c2c1
1	-1	-8	-7	-4	6	10	/	0.5	-10	CCn1c(C)nc2cc(C(=O)NNS(=O)(=O)c3ccc(C)c(C)c3)ccc21

Entries of single compounds as entered above. Order of screens: Wnt act, V-ATPase pH, dFosB activator, RTF Ca sens act, CAL PDZ FP-1, Tat export inh, Rtt109 Vps75, CAL PDZ FP-2, CDK5 p35 inh, MITF act
CSc1cccc(NC(=O)C2CCN(C(=O)c3ccccc3C)CC2)c1 is listed with -1, -6, 2, -5, -4, -5, 10, -2.0, -2.1, -13
COc1ccc(-c2nn(C)c(=O)c3ccccc23)cc1CNS(C)(=O)=O is listed with /, -3, -3, 0, -1, -4, 2, -1.3, 0.9, -6

(further entries)
Wnt act	V-ATPase pH	dFosB activator	RTF Ca sens act	CAL PDZ FP-1	Tat export inh	Rtt109 Vps75	CAL PDZ FP-2	CDK5 p35 inh	MITF act	SMILES
-2	2	-7	1	-6	4	-8	-0.1	0.2	-10	Cc1c(NC(=S)NCc2ccc(F)cc2)cccc1[N+](=O)[O-]
-4	-4	7	6	5	1	1	-1.4	0.3	-3	CC(C)Oc1ccc(OCCCN2CCCCCC2)cc1
0	3	-1	-9	0	-10	1	-1.0	-0.2	-6	O=C(NC1CCS(=O)(=O)C1)c1ccc(Br)s1 (configuration not stated)
-2	0	-4	-1	0	0	0	0.8	2.1	16	Cc1cc2c(c(C)c1CCO[C@@H]1O[C@H](CO)[C@@H](O)[C@H](O)[C@H]1O)C(=O)[C@@H](C)[C@@H]2O
6	2	1	2	-14	8	-1	0.1	1.8	-8	CCN(CC)c1ccc(N=Cc2ccccc2[N+](=O)[O-])cc1
/	0	-3	1	/	8	-1	-0.2	-2.5	-10	Cc1csc(NC(=O)C2CCN(C(=O)CSc3nnc(C)n3Cc3ccccc3)CC2)n1
2	-2	-3	-1	-2	-5	2	-0.6	2.0	18	NC(=O)c1ccc(NC(=O)CSC(=O)c2ccccc2)cc1
-3	1	-9	-1	-1	3	7	-1.2	-0.6	-13	Cc1nn(C)c(C)c1S(=O)(=O)N1CCCC(C(=O)N2CCN(c3ccc(Cl)cc3)CC2)C1 (configuration not stated)
-1	-1	-9	-5	3	-4	-5	-1.1	0.2	-3	Cc1cc(NC(=O)CSc2cn(CC(=O)N(C(C)C)C(C)C)c3ccccc23)no1
-1	6	-8	19	-4	5	-5	/	0.6	10	COc1ccc(OC)c(NC(=S)Nc2ccccc2)c1
2	0	-12	-7	-3	-3	-5	-0.6	-1.6	-8	Cc1ccc(OC(C)C(=O)OCC(=O)Nc2sccc2C(N)=O)cc1 (configuration not stated)
-1	0	3	1	-2	18	-1	-0.2	-1.7	/	CCOC(=O)N1CCN(Cc2ccc3ccccc3c2)CC1
-2	4	3	1	1	-4	-1	0.0	-1.8	7	CCCOC(=O)C(=O)NNc1ccccc1
1	1	-2	5	/	-10	-1	-0.4	0.6	23	CS(=O)(=O)CCC(C(=O)Nc1ccc2c(c1)OCO2)N1Cc2ccccc2C1=O (configuration not stated)
-6	-5	7	-2	-5	-1	2	-1.7	1.5	/	Cc1nn(C(=O)c2ccccc2)c2c1C(=O)CC(C)(C)C2
/	-3	-10	16	-3	5	2	-0.1	-0.6	-12	CC(=O)Nc1cc(C(=O)NCc2ccco2)ccc1Sc1ccc(F)cc1
-3	-1	-5	3	0	3	-10	-1.8	-0.5	20	O=C(N/N=C/c1c(F)c(F)c(F)c(F)c1F)c1cccc(S(=O)(=O)N2CCOCC2)c1
-1	0	-3	-3	-2	0	-5	-1.6	-0.4	-12	CCOc1ccc(CCNS(=O)(=O)c2ccc3c(c2)oc(=O)n3C)cc1OCC
/	-3	1	0	-1	1	-2	-1.1	-1.9	/	CSc1n[nH]c(NCc2ccc(Cl)cc2)n1
2	-2	-9	-3	-4	-6	4	-1.2	-1.2	9	N#Cc1cccc(NC(=O)C2CCCN(C(=O)c3ccc(Cl)cc3)C2)c1 (configuration not stated)
-1	2	0	2	/	-1	3	-0.2	0.9	3	O=C(O)Cn1c2ccccc2c2ccccc21
1	1	12	0	-2	-17	-6	-0.7	0.5	-5	COc1ccccc1CNC(=O)COC(=O)c1ccc(S(=O)(=O)N2CCCCC2)cc1
2	-2	-13	-2	/	-2	4	-0.3	1.1	32	O=C(COc1ccc2ccc(=O)oc2c1)c1ccccc1
69*	3	8	-7	0	-9	5	-2.0	-3.2	56	CC(C)N(Cc1nccn1C)C(=O)CCc1nnc(CCCc2ccccc2)o1

Ordered by length of the SMILES (rising): 14 of the compounds above
Wnt act	V-ATPase pH	dFosB activator	RTF Ca sens act	CAL PDZ FP-1	Tat export inh	Rtt109 Vps75	CAL PDZ FP-2	CDK5 p35 inh	MITF act	SMILES
-1	2	0	2	/	-1	3	-0.2	0.9	3	O=C(O)Cn1c2ccccc2c2ccccc21
-1	6	-8	19	-4	5	-5	/	0.6	10	COc1ccc(OC)c(NC(=S)Nc2ccccc2)c1
0	3	-1	-9	0	-10	1	-1.0	-0.2	-6	O=C(NC1CCS(=O)(=O)C1)c1ccc(Br)s1 (configuration not stated)
2	-2	-3	-1	-2	-5	2	-0.6	2.0	18	NC(=O)c1ccc(NC(=O)CSC(=O)c2ccccc2)cc1
-6	-5	7	-2	-5	-1	2	-1.7	1.5	/	Cc1nn(C(=O)c2ccccc2)c2c1C(=O)CC(C)(C)C2
1	0	-13	-1	-3	-3	-2	/	2.7	-1	CCc1ccc(C(O)(CC)C(CN2CCOCC2)c2ccccc2)cc1 (configuration not stated)
-2	2	-7	1	-6	4	-8	-0.1	0.2	-10	Cc1c(NC(=S)NCc2ccc(F)cc2)cccc1[N+](=O)[O-]
3	2	-5	6	1	7	-2	0.9	-1.4	/	CC(NS(C)(=O)=O)C(c1cccs1)N1CCN(Cc2ccccc2)CC1 (configuration not stated)
/	-3	-3	0	-1	-4	2	-1.3	0.9	-6	COc1ccc(-c2nn(C)c(=O)c3ccccc23)cc1CNS(C)(=O)=O
-1	0	-3	-3	-2	0	-5	-1.6	-0.4	-12	CCOc1ccc(CCNS(=O)(=O)c2ccc3c(c2)oc(=O)n3C)cc1OCC
1	1	-2	5	/	-10	-1	-0.4	0.6	23	CS(=O)(=O)CCC(C(=O)Nc1ccc2c(c1)OCO2)N1Cc2ccccc2C1=O (configuration not stated)
/	0	-3	1	/	8	-1	-0.2	-2.5	-10	Cc1csc(NC(=O)C2CCN(C(=O)CSc3nnc(C)n3Cc3ccccc3)CC2)n1
-3	-1	-5	3	0	3	-10	-1.8	-0.5	20	O=C(N/N=C/c1c(F)c(F)c(F)c(F)c1F)c1cccc(S(=O)(=O)N2CCOCC2)c1
-3	1	-9	-1	-1	3	7	-1.2	-0.6	-13	Cc1nn(C)c(C)c1S(=O)(=O)N1CCCC(C(=O)N2CCN(c3ccc(Cl)cc3)CC2)C1 (configuration not stated)

(more compounds)
Wnt act	V-ATPase pH	dFosB activator	RTF Ca sens act	CAL PDZ FP-1	Tat export inh	Rtt109 Vps75	CAL PDZ FP-2	CDK5 p35 inh	MITF act	SMILES
-1	-1	-12	6	-5	-4	4	0.1	0.3	-5	CCOC(=O)c1oc2ccccc2c1CN1CCN(C)CC1
9	-1	-3	2	-7	-5	8	-0.6	0.4	2	COc1cc(/C=C(\C#N)C(=O)NCC2CCCO2)ccc1OC(=O)c1ccco1 (configuration not stated)
/	0	-3	-2	-4	10	7	/	0.9	0	COC(=O)c1ccc(CNC(=O)CNc2cc(C(F)(F)F)ccc2N2CCOCC2)cc1
/	-2	0	0	-1	-1	4	-2.3	-1.3	/	Fc1ccc(-c2nnn(Cc3nc4ccccc4s3)n2)cc1
0	2	2	0	0	8	5	-1.6	-1.7	4	CC(C)(C)NC(=O)COC(=O)c1ccccc1Oc1ccccc1
/	3	-8	7	-2	-1	0	-3.1	-2.1	57	CCCn1cnc2c(sc3nc4c(cc32)CSC(C)(C)C4)c1=O
5	-4	-5	4	3	6	4	-0.9	-1.1	1	Cc1ccccc1-c1cc(=O)c2ccccc2o1
/	0	-10	6	/	-3	4	-2.6	-0.8	1	CCOC(=O)COc1ccc(S(=O)(=O)Nc2cccc(SC)c2)cc1
-2	-4	-14	6	-1	7	5	-3.7	0.3	-8	O=C(Nc1ccc2c(c1)OCCO2)C1CCCN(S(=O)(=O)c2cnc[nH]2)C1 (configuration not stated)
-2	2	-1	1	-4	1	6	-0.7	-0.4	-4	CC(C)(C)C(=O)NCc1ccc(C(=O)CSc2nnc(-c3ccncc3)n2C2CC2)s1
-1	8	-7	10	0	0	1	-1.6	0.1	6	CCOc1ccc(C(=O)N2CCCC2C(=O)O)cc1 (configuration not stated)
/	-4	-7	-2	-1	21	13	-2.4	-0.2	-9	CC(=O)Nc1cc(C(=O)N2CCc3ccccc3C2)ccc1Sc1ccc(C)cc1
-3	-1	4	1	-1	-5	2	-0.4	-0.1	-13	Cc1ccc(-n2ncc3c(=O)n(CC(=O)N4CCN(c5ccccc5)CC4)cnc32)cc1C

Assay outcomes as filed in PubChem.
